ELG1 DNA repair – qHTS screen for small molecules that inhibit ELG1-dependent DNA repair in human embryonic kidney (HEK293T) cells expressing luciferase-tagged ELG1; hit rate 2.3% among 330,000; Potency, µM (highest dose often 46.1 µM), for the others: top-dose activity change, negative = inhibition, hits mostly inhibitors; AID 504467, 2011; HEK293T ELG1-luciferase reporter, luminescence, 16 h; DNA damage induced by 5-fluorouridine; note: potency is the fitted concentration of half-maximal effect; % is set by controls: 0 for no effect and ±100 for the full control effect; nearly all actives have a fitted effect of over 55% in size
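Reporter activity after DNA damage by 5-fluorouridine is monitored. Compound-treated cells incubate 16 hr at 37 °C, then ONE-Glo is added for 30 min before luminescence reading.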
TRPV1 agonist – HTS Assay for Compounds that Act as Agonists of the Vanilloid Receptor 1 | Transient receptor potential cation channel subfamily V member 1 (Homo sapiens), Q8NER1 | TRPV1-expressing cells, Fluo-8 calcium influx, agonist mode | activation, % at 8.33 µM | hit rate 0.19% among 320,000; in the data active = activation above about 80%; inconclusive = between about 30% and that limit; note: 0% is about no effect
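Fluo-8 calcium influx in TRPV1-expressing cells, kinetic read (ex 480/em 520 nm). Compound added and read 3 min for agonist activity, followed by capsaicin at EC20 final and 2 min further read for enhancement.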
BRCA1 expr act – qHTS Assay to Identify Small Molecule Activators of BRCA1 Expression; MCF7-BRCA1-FFLuc reporter, luminescence, 48 h; response scale: scaled: vehicle 0%, 10 µM genistein 100%; Potency, µM (titrated, usually from 46.1 µM), inactives show top-dose activation, most hits filed as activators; hit rate 1.1% among 380,000; AID 624202, 2012; note: potency is the fitted concentration of half-maximal effect; nearly all actives have a fitted effect of over 80% in size; some results filed as inactive show a strong effect at the top dose
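Luminescence from a BRCA1-driven firefly luciferase in MCF7 cells was read after 48 h compound exposure at 37 C. Data normalized against DMSO and a 10microM genistein activation control, then curve-fitted across the titration.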
a7 integrin act – qHTS for Activators of Integrin-Mediated Alleviation for Muscular Dystrophy; Potency, µM (top dose mostly 38.3 µM), without a hit: top-dose activation, usual class: activators; hit rate 0.064% among 350,000; alpha7betagal myoblasts, beta-gal FDG fluorescence, 48 h;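 note: potency is the fitted concentration of half-maximal effect; 100% = response of the positive control SU9516; nearly all actives have a fitted effect of over 60% in size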
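Alpha7betagal+/- myoblasts (passage 13) were plated 16-24 hr, then exposed to compounds (1:260 dilution of DMSO stock) for 48 hours at 37C. After MPER lysis, β-galactosidase reporter activity was read as FDG fluorescence (ex 480/em 540) after 30 minutes.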
A-T KAP1 phos – qHTS Assay for Identifying a Potential Treatment of Ataxia-Telangiectasia; […] A-T fibroblasts, KAP-1 phosphorylation AlphaLISA; neocarzinostatin DNA damage 30 min before lysis; Potency, µM (highest dose often 57.5 µM), without a hit: top-dose activation, hits mostly activators; hit rate 0.19% among 320,000; note: potency is the fitted concentration of half-maximal effect; % of control where 0% means no effect; nearly all actives have a fitted effect of over 45% in size
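ATM-like activity read as KAP-1 phosphorylation via AlphaLISA donor/acceptor antibody pairs after lysis and 6 hr at 25C. Cells were ATM-null patient fibroblasts ([…], hTERT), dosed 60 min, then exposed to the DSB inducer NCS for 30 min.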
TCR activator – Activators of T cell receptors: qHTS campaign; primary human leukocytes, anti-CD3, IL-2 HTRF, 48 h; Potency, µM (highest dose often 9.22 µM), for inactives: at the highest dose activation of IL-2 secretion, most hits filed as activators; 330,000 tested, under 10 active; AID 504894, 2011; note: % of control where 0% means no effect
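Using a-CD3 beads without co-stimulation, primary human leukocytes were exposed to compounds for 48 hr. An HTRF IL-2 kit measured the cytokine, with europium-to-d2 energy transfer producing emission at 665nm upon 320nm excitation.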
p53 reactivator – qHTS assay for re-activators of p53 using a Luc reporter | hit rate 0.063% among 320,000 | H1299 p53-A138V BP100-luciferase reporter, luminescence, 24 h | Potency, µM (top dose mostly 92.2 µM), without a hit: at the top dose activity change, positive = activation, hits mostly activators; note: potency is the fitted concentration of half-maximal effect; % of control where 0% means no effect; nearly all actives have a fitted effect of over 45% in size
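p53-null H1299 cells stably carrying temperature-sensitive p53-A138V and a BP100-luciferase reporter were pinned with compounds (4-point, 1:5 series) and held 24 hrs at 37 deg C. Luminescence was read 10 min after detection reagent.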
TSG101-PTAP inh – qHTS Assay for Iinhibitors of HIV-1 Budding by Blocking the Interaction of PTAP/TSG101. Fluorescence polarization, FITC-PTAP peptide / Tsg101 binding. Potency, µM (highest dose often 115 µM), inactives show top-dose activity change, negative = inhibition, most hits filed as inhibitors. 340,000 tested, under 10 active; active = well fitted inhibition curve with a large enough effect in the main read-out, with a control signal flat, not every such curve was filed as active; inconclusive = small, poorly fitted or top-dose-only effect, or effect the other way, or a change in a side signal; inactive = no such curve, though single readings can be large or run the other way; note: potency is the fitted concentration of half-maximal effect; % of control where 0% means no effect
Target sequence (Q99816 whole entry, looked up): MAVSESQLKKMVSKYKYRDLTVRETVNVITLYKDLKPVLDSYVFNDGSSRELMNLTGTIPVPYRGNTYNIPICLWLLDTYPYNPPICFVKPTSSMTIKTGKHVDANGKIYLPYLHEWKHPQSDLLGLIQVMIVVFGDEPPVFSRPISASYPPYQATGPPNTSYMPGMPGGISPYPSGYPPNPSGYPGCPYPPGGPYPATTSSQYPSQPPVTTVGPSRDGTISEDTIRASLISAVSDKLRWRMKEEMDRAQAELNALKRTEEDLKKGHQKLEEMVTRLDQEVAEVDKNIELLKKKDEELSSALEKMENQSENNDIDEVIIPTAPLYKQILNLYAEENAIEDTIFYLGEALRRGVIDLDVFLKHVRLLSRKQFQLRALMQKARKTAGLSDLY
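FP read-out: FITC-PTAP peptide, 50 nM final, binding Tsg101 binding domain, 10 uM final; 20 min, r.t.; 10 mM HEPES pH 7.5, 0.15 M NaCl, 0.01% Tween 20, 3 mM EDTA, 0.1 mM TCEP.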
B2AR arrestin – qHTS assay of beta-arrestin-biased ligands of beta2-adrenergic receptor; Beta-2 adrenergic receptor (Homo sapiens), P07550; beta-arrestin recruitment to beta2AR, cell-based reporter; Potency, µM (series often up to 46.1 µM), for inactives: top-dose activation, hits mostly activators; hit rate 0.02% among 330,000; AID 492947, 2010;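 note: potency is the fitted concentration of half-maximal effect; 0% = DMSO controls and full agonism = EC100 isoproterenol or metaproterenol; nearly all actives have a fitted effect of over 65% in size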
Target sequence (P07550 whole entry, looked up): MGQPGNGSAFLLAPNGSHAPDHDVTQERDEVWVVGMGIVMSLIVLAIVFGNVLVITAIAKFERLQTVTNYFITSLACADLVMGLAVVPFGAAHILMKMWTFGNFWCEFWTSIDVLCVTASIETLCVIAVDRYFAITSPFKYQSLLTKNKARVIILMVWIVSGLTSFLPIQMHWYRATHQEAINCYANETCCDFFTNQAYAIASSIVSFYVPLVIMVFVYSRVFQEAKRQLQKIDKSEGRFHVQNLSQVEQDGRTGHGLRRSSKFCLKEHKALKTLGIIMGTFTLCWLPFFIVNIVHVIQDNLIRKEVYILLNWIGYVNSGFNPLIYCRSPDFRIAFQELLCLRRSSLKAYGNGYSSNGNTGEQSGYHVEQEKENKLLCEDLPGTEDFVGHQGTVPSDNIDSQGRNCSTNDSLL
CXXC DNA block – qHTS Fluorescence Polarization Assay for Inhibitors of MLL CXXC domain - DNA interaction; hit rate 0.037% among 290,000; AID 2662, 2010; MLL-CXXC / FITC-HOXA9 DNA fluorescence polarization; Potency, µM (top dose mostly 115 µM), for the others: at the highest dose activity change, negative = inhibition, actives largely listed as inhibitors; active = well fitted inhibition curve with a large enough effect in the polarisation, with a control signal flat, not every such curve was filed as active; inconclusive = small, poorly fitted or top-dose-only effect, or effect the other way, or a change in a side signal; inactive = no such curve, though single readings can be large or run the other way; the % refers to the polarisation; note: potency is the fitted concentration of half-maximal effect
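Steps: dispense CXXC domain solution (7 uM) → pin compounds or unlabeled HOX-A9 DNA control → 5 min ambient → add FLSN-HOX-A9 solution (50 nM) → spin → 30 min ambient → fluorescence polarization. Tris pH 7.5/NaCl/DTT/BSA buffer.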
* = called active by the depositor; ? = inconclusive; . = not tested or not shown; [ ] = remark or other dose. Unless noted, calls come from the whole dose curve; as a rule, active = well fitted curve in the direction sought with a large enough effect; inconclusive = small, poorly fitted or top-dose-only effect, or another doubt; inactive = no such curve, though single readings can be large; an effect the other way counts as inactive or inconclusive. Hits appear at their usual frequency; 3.8% or so of the library scored in one or more.

SMILES	ELG1 DNA repair	TRPV1 agonist	BRCA1 expr act	a7 integrin act	A-T KAP1 phos	TCR activator	p53 reactivator	TSG101-PTAP inh	B2AR arrestin	CXXC DNA block
CC(=O)NCCc1nc2ccccc2n1CCCCOc1ccccc1	-18%	?	-7%	-3%	?	-6%	-8%	-6%	0.3%	-4%
CC(=O)c1cn(CC(=O)Nc2ccccc2F)c2ccccc12	-4%	0	-12%	5%	-8%	0%	.	-2%	0.3%	21%
COc1ccc(C(=O)C2CCCN(C(=O)c3cccc(N(C)C)c3)C2)cc1OC (stereo unspecified)	3%	8	-56%	-65%[inhibitor]	-4%	-4%	5%	8%	0.5%	0%
Cc1nc2cc(NC(=O)Nc3ccc(Br)cc3)ccc2o1	?	-5	?	6%	-3%	-1%	13%	-1%	0.1%	-1%
Cc1cccc(-n2c(Cc3ccccc3)nnc2SCc2ccc([N+](=O)[O-])cc2)c1	-24%	0	-23%	31%	1%	3%[46.1 µM]	-15%	-2%	-0.1%	3%
CC(NC(=O)CSc1ccccc1C(=O)O)C1CC2CCC1C2 (stereo unspecified)	0%	0	0%	10%	14%	-5%	0%	-3%	0.1%	0%
Cc1cc(OC(C)C)nc(NCc2ccccc2)n1	9%	6	-57%	-8%	2%	2%	4%	0%	0.3%	-9%
COC(=O)C1=C(C)N(Cc2ccco2)C(=O)C1	7%	1	-14%	-23%	-4%	1%	1%	-1%	0.3%	-4%
COc1cc(/C=C/C(=O)OCC(=O)Nc2ccc(C)c(S(=O)(=O)N3CCCCC3)c2)ccc1O	?	-4	-33%	-1%	-10%	0%[46.1 µM]	-5%	0%	13%	7%
CCCn1c(N)c(C(=O)CN(C)CC(=O)Nc2c(C)cc(C)cc2C)c(=O)[nH]c1=O	?	5	-7%	3%	-2%	14%	-5%	-2%	-0.4%	.
O=C(/C=C/c1cccc2ccccc12)N1CCOCC1	?	92*	10µM*	0%	7%	-2%	9%	-3%	0.1%	21%
Cc1nc2ccc([N+](=O)[O-])cc2c(=O)n1Cc1cccc(Br)c1	0%	-1	-26%	-11%	3%	-6%	4%	-1%	0.2%	-1%
COc1ccc(C2NC(=O)C(=O)/C2=C(\O)c2ccc(Cl)cc2)cc1OC (stereo unspecified)	2%	10	-4%	-36%	2%	-8%	2%	-2%	0.0%	-8%
Cc1cc(=O)oc2cc(OCC(=O)NCc3cccnc3)ccc12	12%	0	9%	5%	4%	-1%	-2%	-4%	-0.3%	-3%
CCC/C(=N\NC(=O)c1ccc(OC)c(OC)c1)c1ccccc1	-29%	1	-16%	24%	-2%	1%	-2%	-4%	-1.0%	6%
Cc1cc(N2CCN(C)CC2)nc(N2CCOCC2)n1	0%	-2	0%	11%	4%	4%	0%	-4%	-0.3%	2%
COC(=O)N1C/C=C\C(c2ccc(OC)cc2)N(Cc2ccc(F)cc2)C(=O)C1 (stereo unspecified)	18%	2	18%	9%	-16%	-36%	-3%	.	0.1%	-2%
CCOc1ccc(CN(C)CC(=O)NCc2ccccc2Cl)cc1	-3%	?	7%	-33%	19%	-30%	9%	-2%	-0.6%	11%
CC(=O)Nc1cc(C(=O)N(C)Cc2ccccc2)ccc1S(=O)(=O)c1ccc(C)cc1	0%	-1	0%	13%	0%	1%	-1%	-1%	0.2%	0%
CC(C)C[C@@H](CNCC(=O)[C@H](C)NC(=O)c1[nH]cnc1C(=O)N[C@@H](C)CN)NC(=O)c1nc[nH]c1C(=O)N[C@@H](Cc1ccccc1)C(=O)O	.	.	-18%	-3%	.	7%	.	1%	.	.
COc1cccc(CN(C(=O)c2ccccc2)C2CCS(=O)(=O)C2)c1 (stereo unspecified)	18%	4	7%	11%	13%	1%	0%	-1%	-0.1%	-12%
CCOc1ccc(S(=O)(=O)N/N=C2/CCCC(=O)C2)cc1	2%	-1	-7%	28%	2%	1%[46.1 µM]	6%	-4%	-0.2%	4%
Cn1c(C(=O)N2COCC2(C)C)cc2c(=O)n3ccccc3nc21	?	4	?	-9%	13%	2%	5%	-1%	-0.5%	-2%
CCS(=O)(=O)N1CCCC(C(=O)NCCCOC(C)C)C1 (stereo unspecified)	15%	-2	2%	1%	2%	0%	-5%	0%	-0.4%	-4%
CCCC12CN3CC(CCC)(CN(C1)C3C(O)C(O)C(O)CO)C2=O (stereo unspecified)	1%	-1	-1%	6%	2%	-4%	-1%	-2%	0.2%	-3%
Cc1ccc(S(=O)(=O)N(C)c2ccc(OC(=O)CN3C(=O)NC4(CCCC4)C3=O)cc2)cc1C	1%	7	-26%	26%	3%	-1%	-4%	0%	-0.3%	.
COn1c(=O)c(-c2ccc(F)cc2)[n+]([O-])c2ccccc21	17%	1	-29%	8%	13%	4%	8%	-6%	0.2%	?
Clc1ccccc1Cn1nnc2c(NCC3CC3)ncnc21	?	16	32%	14%	-16%	3%	0%	-2%	0.1%	-1%
CN(C)/C=C(/C(=O)c1ccc(Cl)cc1Cl)S(=O)(=O)c1ccccc1	17%	-4	0%	0%	-5%	6%	?	-5%	-0.4%	3%
Cc1sc2ncnc(N(C)Cc3ccco3)c2c1C	-19%	-1	-5%	-30%	.	-7%	-5%	-7%	-0.9%	13%
COc1cccc(/C=C/C(=O)OCC(=O)NC2CC2)c1	10%	7	-2%	-25%	-4%	2%	2%	-4%	-0.1%	.
CC1=NN(c2ccc(C(=O)O)cc2)C(=O)CC1	?	3	25%	10%	1%	.	.	2%	-0.1%	-11%
C=CCc1cccc2cc(C(=O)NCCOC)c(=O)oc12	-1%	3	-19%	1%	1%	3%	3%	-3%	-0.1%	11%
O=[N+]([O-])c1ccc(N2CCOCC2)c([N+](=O)[O-])c1	.	.	-18%	-11%	.	3%	.	-6%	.	.
CCN(c1ccccc1)S(=O)(=O)c1ccc(NC(=O)c2nc(S(C)(=O)=O)ncc2Cl)cc1	?	?	-68%	-65%[inhibitor]	-4%	-2%	-17%	-11%	0.1%	6%
COc1cc(CNC(C)c2ccccc2)cc(Cl)c1OCC(=O)Nc1ccccc1 (stereo unspecified)	-26%	4	-55%	-35%	-1%	10%	10%	-5%	-0.1%	6%
O=C1COc2ccc(S(=O)(=O)Nc3ccc(OC(F)(F)F)cc3)cc2N1	12%	9	-29%	8%	-2%	-2%	-4%	-4%	-0.4%	5%
Cc1cccc(NC(=O)CCC(=O)Nc2nnc(C(F)(F)F)s2)c1	-3%	2	-5%	-12%	5%	4%	-1%	-2%	-0.4%	-2%
CCOc1ncccc1C(=O)N1CCN(c2ccc(C(F)(F)F)cn2)CC1	?	3	-26%	27%	8%	6%	-5%	0%	0.1%	1%
Cc1ccc(C)c(C(C)NC(=O)C2C3CCC(O3)C2C(=O)O)c1 (stereo unspecified)	?	-3	.	.	-3%	.	10%	.	-0.9%	-5%

Grouped by structure, the compounds so far with a furan ring, fused or not
SMILES	ELG1 DNA repair	TRPV1 agonist	BRCA1 expr act	a7 integrin act	A-T KAP1 phos	TCR activator	p53 reactivator	TSG101-PTAP inh	B2AR arrestin	CXXC DNA block
COC(=O)C1=C(C)N(Cc2ccco2)C(=O)C1	7%	1	-14%	-23%	-4%	1%	1%	-1%	0.3%	-4%
Cc1sc2ncnc(N(C)Cc3ccco3)c2c1C	-19%	-1	-5%	-30%	.	-7%	-5%	-7%	-0.9%	13%

3 compounds out of the list above, ordered by the value under CXXC DNA block, lowest first.
| structure | CXXC DNA block |
| --- | --- |
| Clc1ccccc1Cn1nnc2c(NCC3CC3)ncnc21 | -1% |
| CCOc1ccc(S(=O)(=O)N/N=C2/CCCC(=O)C2)cc1 | 4% |
| C=CCc1cccc2cc(C(=O)NCCOC)c(=O)oc12 | 11% |

(next part)
SMILES	ELG1 DNA repair	TRPV1 agonist	BRCA1 expr act	a7 integrin act	A-T KAP1 phos	TCR activator	p53 reactivator	TSG101-PTAP inh	B2AR arrestin	CXXC DNA block
CC(=O)c1sc(NC(=O)C2CSC3(C)CCC(=O)N23)nc1-c1ccccc1 (stereo unspecified)	?	-8	-1%	-33%	13%	-5%	-6%	-1%	0.2%	.
C/C(CC(=O)Nc1ccc(N(C)C)cc1)=N\NC(=O)c1ccc([N+](=O)[O-])cc1Cl	3%	-2	-15%	-20%	-2%	-2%	3%	-1%	0.3%	9%
COc1ccc(OC)c(/C=C2\Oc3cc(OCC(=O)N4CCC[C@H]4C(=O)O)ccc3C2=O)c1	22%	5	3%	-14%	-4%	0%	13%	2%	0.0%	?
Cc1ccc(-c2noc(C3CCCN(C(=O)C4CCCCC4)C3)n2)o1 (stereo unspecified)	?	26	57%	-20%	2%	1%	7%	-3%	0.0%	15%

Bioassay records from PubChem BioAssay.
